CCT modulator: changes cytosolic chaperonin activity. purified chaperonin ATPase assay, HTRF ADP detection, 30 min. 0.3% of 360,000 active. activity change, % (concentration not given with the values), hits read low; in the data active means activity change below about -30%; further: on the % scale 0 is the no-effect control and ±100 the full control effect
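Nucleotide hydrolysis assay: TRiC at 20–40 nM final (set by batch activity) with 10 uM ATP, 30 min at 37 °C, in presence of 76 uM compound. Detection by competitive ADP HTRF, 30 min ambient.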
EPAC1 ag: activates human EPAC1 exchange factor; EPAC1 agonist qHTS, biochemical assay; response scale: 100% = response to 6.5 mM cAMP; Potency, µM (titrated, usually from 154 µM), for inactives: top-dose activation, actives largely listed as activators; 0.073% of 360,000 active; AID 720707; further: potency means the concentration at half of the fitted maximal effect; nearly all actives have a fitted effect of over 60% in size
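Multi-concentration qHTS readout: loss of Rap1B-bound BODIPY-GDP fluorescence driven by 100 nM EPAC1 with excess GDP (50 uM), monitored kinetically at room temperature; agonist response expressed relative to 6.5 mM cAMP.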
PI5P4Ka inh: PI5P4K alpha (human) kinase inhibition; P48426; PI5P4Kalpha enzyme, ADP-Glo luminescence, 60 min; stronger effect = lower value; max response, %; AID 652105; 1.2% of 330,000 active; active means max response of -50% or lower; inconclusive means between -30% and -50%; inactive means -30% or higher; further: value at the top dose of about 77 µM; on the % scale 0 is the no-effect control and ±100 the full control effect
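Single end-point luminescence (ADP-Glo) quantified ADP from PI5P4Kalpha turnover; ATP 5 microM final, 1 h at RT, 0.1% CHAPS and 0.28 mM EGTA in HEPES pH 7.4.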
Mm-Cpn inhibitor: inhibitors of Methanococcus maripaludis chaperonin (MmCpn); purified Mm-Cpn ATPase, ADP Transcreener TR-FRET; Potency, µM (top dose mostly 76.9 µM), for inactives: at the top dose activity, negative = inhibition, most hits filed as inhibitors; 0.031% of 330,000 active; AID 504842; further: potency means the concentration at half of the fitted maximal effect; on the % scale 0 is the no-effect control and ±100 the full control effect; nearly all actives have a fitted effect of over 80% in size
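Inhibition of chaperonin ATP hydrolysis is measured as reduced ADP production, detected by competitive TR-FRET in which signal falls with ADP. Final enzyme 25 nM and ATP 10 uM, reacted 30 min at 37°C.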
PLK1 PBD block: blocks phosphopeptide binding to human PLK1 polo-box domain. P53350. Plk1 PBD binding of FITC phosphopeptide, fluorescence polarization. Potency, µM, for inactives: max response, negative = inhibition, usual class: inhibitors. 2.8% of 360,000 active. AID 720504; further: potency means the concentration at half of the fitted maximal effect; series mostly up to about 57 µM; on the % scale 0 is the no-effect control and ±100 the full control effect; nearly all actives have a fitted effect of over 65% in size
WRN helicase inh: blocks human WRN helicase; Q14191; WRN helicase unwinding, fluorescent forked duplex, kinetic; Potency, µM (doses to about 114 µM), inactives show at the highest dose activity change, negative = inhibition, most hits filed as inhibitors; 0.46% of 360,000 active; further: potency means the concentration at half of the fitted maximal effect; on the % scale 0 is the no-effect control and ±100 the full control effect; nearly all actives have a fitted effect of over 55% in size
Target sequence (Q14191 whole entry, looked up): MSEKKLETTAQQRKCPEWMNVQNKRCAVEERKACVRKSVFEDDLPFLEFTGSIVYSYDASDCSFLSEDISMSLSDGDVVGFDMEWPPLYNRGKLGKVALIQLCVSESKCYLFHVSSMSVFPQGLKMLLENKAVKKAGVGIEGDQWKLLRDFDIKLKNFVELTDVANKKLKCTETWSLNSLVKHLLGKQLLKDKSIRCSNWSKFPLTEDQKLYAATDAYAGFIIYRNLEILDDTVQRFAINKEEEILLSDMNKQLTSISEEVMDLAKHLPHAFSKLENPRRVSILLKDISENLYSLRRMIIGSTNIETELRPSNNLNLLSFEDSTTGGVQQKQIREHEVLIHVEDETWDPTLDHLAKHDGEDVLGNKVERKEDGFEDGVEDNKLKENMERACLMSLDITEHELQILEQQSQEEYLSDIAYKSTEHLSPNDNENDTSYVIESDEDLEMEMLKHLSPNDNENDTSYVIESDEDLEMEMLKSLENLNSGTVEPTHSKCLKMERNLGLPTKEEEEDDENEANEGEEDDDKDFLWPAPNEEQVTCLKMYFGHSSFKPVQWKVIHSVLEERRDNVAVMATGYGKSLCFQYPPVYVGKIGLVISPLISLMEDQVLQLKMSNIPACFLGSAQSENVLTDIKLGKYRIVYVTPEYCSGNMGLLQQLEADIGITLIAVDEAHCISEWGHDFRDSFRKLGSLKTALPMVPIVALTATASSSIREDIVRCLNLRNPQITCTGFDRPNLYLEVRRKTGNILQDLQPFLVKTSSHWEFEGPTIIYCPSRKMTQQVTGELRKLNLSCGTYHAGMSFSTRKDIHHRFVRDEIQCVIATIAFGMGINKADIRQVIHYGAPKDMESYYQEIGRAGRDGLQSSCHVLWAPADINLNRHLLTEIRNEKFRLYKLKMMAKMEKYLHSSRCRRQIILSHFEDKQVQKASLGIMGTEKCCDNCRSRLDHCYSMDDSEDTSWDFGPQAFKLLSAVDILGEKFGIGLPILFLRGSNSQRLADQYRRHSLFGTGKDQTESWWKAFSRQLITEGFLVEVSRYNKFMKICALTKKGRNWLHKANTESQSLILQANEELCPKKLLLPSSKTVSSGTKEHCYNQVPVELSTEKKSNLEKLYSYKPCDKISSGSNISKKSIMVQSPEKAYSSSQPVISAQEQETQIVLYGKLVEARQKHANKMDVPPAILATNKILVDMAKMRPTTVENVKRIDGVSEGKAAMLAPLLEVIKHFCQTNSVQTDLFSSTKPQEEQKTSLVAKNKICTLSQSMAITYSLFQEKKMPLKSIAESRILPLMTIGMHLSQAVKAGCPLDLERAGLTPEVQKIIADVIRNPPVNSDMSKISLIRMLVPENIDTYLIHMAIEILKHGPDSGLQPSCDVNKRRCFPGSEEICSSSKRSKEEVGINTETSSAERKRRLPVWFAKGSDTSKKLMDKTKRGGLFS
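WRN at 20 nM final preincubated with compound 15 min at room temperature; reaction started with 100 nM fluorophore/quencher forked duplex oligonucleotide and 2 mM ATP final. Unwinding followed kinetically by red fluorescence (ex 525, em 598 nm).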
EPAC2 antagonist: EPAC2 (human) antagonism | Potency, µM (highest dose often 114 µM), inactives show at the highest dose activity, negative = inhibition, most hits filed as inhibitors | AID 720708 | 0.18% of 360,000 active | Q8WZA2 | EPAC2 GEF exchange of Rap1B-BODIPY-GDP, fluorescence; further: potency means the concentration at half of the fitted maximal effect; on the % scale 0 is the no-effect control and ±100 the full control effect; nearly all actives have a fitted effect of over 45% in size; many of its hits are not listed in these tables
EPAC1 antag: antagonists of human EPAC1; 0.14% of 360,000 active; EPAC1 GEF assay, Rap1b-BODIPY-GDP exchange fluorescence; O95398; Potency, µM (doses to about 115 µM), for inactives: at the top dose activity change, negative = inhibition, usual class: inhibitors; AID 720709;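 further: potency means the concentration at half of the fitted maximal effect; plate controls were vehicle for no effect and positive control for full effect; nearly all actives have a fitted effect of over 50% in size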
* marks the source's active call; other numbers are inactive results; ? = inconclusive; . = not tested or not shown; [ ] = remark or other dose. Unless noted, the call rests on the fitted dose curve; in most records, active means well fitted curve in the direction sought with a large enough effect; inconclusive means small, poorly fitted or top-dose-only effect, or another doubt; inactive means no such curve, though single readings can be large; an effect the other way counts as inactive or inconclusive. Some of the compounds tested (hit frequency here may not be typical).

SMILES | CCT modulator | EPAC1 ag | PI5P4Ka inh | Mm-Cpn inhibitor | PLK1 PBD block | WRN helicase inh | EPAC2 antagonist | EPAC1 antag
CCOC(=O)N1CCN(CCC(=O)Nc2ccc(F)c(F)c2)CC1 | -1.8 | 0% | -3 | 0% | -12% | -11% | 6% | 7%
Cc1ccnc(NC(=O)c2ccc(Br)s2)c1 | 2.9 | 13% | -4 | -5% | -4% | -8% | -16% | -21%
CCCCC(=O)Nc1cccc(NC(=O)c2ccc3c(c2)OCO3)c1 | 0.3 | 11% | . | 0% | 0% | 2% | -2% | -3%
O=C(C[C@H]1C/C=C\CC[C@H](Cc2ccc(F)cc2)C(=O)OCCNC1=O)NCCO | -2.4 | -8% | -3 | -3% | 1% | 13% | 9% | 14%
CCOc1ccccc1C(=O)NCC(=O)NCC(c1ccc(OC)cc1)N1CCOCC1 (stereo not given) | -1.4 | 10% | 0 | -1% | -9% | 0% | -1% | -7%
Cc1ccc2c(c1)/C(=C/c1ccco1)C(=O)N2 | -0.2 | 4% | -2 | -2% | -5% | -14% | -11% | -3%
Nc1c(-c2ccccc2)c(CSc2nc3ccccc3[nH]2)nn1-c1ccc(Cl)cc1 | -1.6 | 19% | 3 | 4% | ? | -7% | -3% | 2%
Cc1ccc(C)c(S(=O)(=O)NCc2ccc(C(=O)N3CCN(C)CC3)cc2)c1 | -1.9 | -5% | . | 3% | -1% | 4% | 7% | 0%
CCCCCN(C(=O)CCC(=O)OCC(=O)Nc1cccc(SC)c1)c1c(N)n(CCCC)c(=O)[nH]c1=O | 0.3 | -14% | 12 | -1% | -4% | -6% | 44%[activator] | 17%
Cc1ccccc1C(=O)NCCCNC(=O)c1ccccc1C | -1.9 | 4% | 5 | . | -6% | -6% | 10% | -4%
Cc1noc(C)c1NC(=O)N(C)C[C@H]1Oc2c(NC(=O)Nc3ccccc3)cccc2C(=O)N([C@H](C)CO)C[C@@H]1C | -2.5 | -13% | -3 | -2% | -18% | 2% | 14% | -10%
O=c1c2ccccc2oc2ncccc12 | -0.9 | -6% | 2 | 0% | -29% | -3% | -2% | -12%
FC(F)(F)c1cccc(CNC2CCN(Cc3ccccc3)CC2)c1 | -1.2 | 1% | 4 | -1% | -13% | ? | -4% | -3%
Cc1ccccc1C(=O)N1CCC(C(=O)Nc2ccc(C(C)C)cc2)CC1 | -2.9 | -7% | 17 | 0% | 4% | -2% | -13% | -4%
NC(=O)CCn1c2ccccc2c2ccccc21 | -0.2 | 1% | -8 | -4% | -7% | 2% | 2% | -4%
O=C(O)C1CCC(C(=O)O)O1 (stereo not given) | -2.2 | 7% | -1 | . | -3% | -10% | 0% | 8%
Cc1ccc(C(C(=O)NC2CCCCC2)N(C(=O)c2csnn2)C2CCCC2)o1 (stereo not given) | -0.4 | 0% | . | 1% | 0% | 0% | 2% | -7%
O=S(=O)(Nc1nc(-c2ccccc2)cs1)c1cccc(C(F)(F)F)c1 | 2.7 | -9% | 0 | 2% | ? | -4% | -16% | ?
O=C(N/N=C/c1ccco1)c1ccn[nH]1 | -5.6 | -12% | -8 | ? | 4% | 1% | 2% | 17%
COc1ccc([C@@H]2CC=C(C(=O)O)[C@H](c3ccccc3F)N2S(=O)(=O)c2ccc(C)cc2)cc1OC | 1.1 | 7% | 1 | 1% | 1% | 3% | 8% | -3%
O=S(=O)(CCN1CCOCC1)c1ccc(OC(F)(F)F)cc1 | -0.2 | 12% | 1 | -1% | -9% | -5%[57.1 µM] | 1% | 6%
CC(=O)N[C@@H](Cc1c[nH]c2ccccc12)C(=O)OCC(=O)Nc1ccc(S(=O)(=O)N(C)C)cc1 | -0.6 | 4% | 1 | 1% | 3% | -1% | -14% | -7%
COc1ccc(C(C)C)cc1S(=O)(=O)N1CC(C)OC(C)C1 (stereo not given) | -6.2 | -9% | 4 | 1% | 1% | 1% | -4% | -2%
COc1cccc(CN2CCN(C(=O)C3CCC(=O)N(C4CCCC4)C3)CC2)c1 (stereo not given) | -1.2 | 1% | 3 | 1% | -8% | -7% | -5% | -9%
O=C(c1ccc2ccccc2n1)N(CCO)Cc1ccccc1 | 0.9 | 2% | 0 | 1% | -10% | 6% | 3% | 14%
Cc1cc(C(=O)N2CCCC(C(=O)c3cc(F)ccc3F)C2)c(C)o1 (stereo not given) | -2.1 | 2% | 2 | -1% | -16% | 1% | -4% | -1%
COc1ccc(CC(=O)n2nc(-c3ccccc3)nc2NCc2ccco2)cc1 | -1.4 | 9% | 1 | -1% | -6% | -3% | -5% | 0%
COc1ccc(C(C)(C)C)cc1S(=O)(=O)NCC1CCCO1 (stereo not given) | -3.6 | 15% | -7 | . | -12% | 5% | -5% | 15%
CC(=O)N1CCN(S(=O)(=O)c2ccc(C)cc2)C1C(C)C (stereo not given) | -1.6 | -11% | -1 | 0% | -1% | 10% | 9%[57.1 µM] | 6%
O=C(Nc1ccon1)Nc1ccccc1C(F)(F)F | 3.6 | -14% | 5 | 2% | 3% | 7% | 6% | 2%
CCC1COCCS(=O)(=O)N1Cc1ccccc1 (stereo not given) | -3.9 | -8% | 0 | -2% | -12% | 1% | 16% | -5%
NS(=O)(=O)c1ccc(NC(=O)COC(=O)c2ccc(S(=O)(=O)N3CCOCC3)cc2)cc1 | -1.0 | 3% | -6 | -1% | -4% | 3% | 6% | ?
Cn1nc(C(C)(C)C)cc1NC(=O)C1(C)CCN1C(=O)C1(c2ccccc2)CC1 (stereo not given) | -0.3 | 2% | -5 | . | 1% | 4% | -3% | 5%
COc1cc(CN2CCNC(=O)C2CC(=O)N2CCCCO2)cc(OC)c1 (stereo not given) | 0.3 | 4% | 3 | 0% | -10% | -5% | 1% | 0%
Cc1ccc(S(=O)(=O)N2CCCCC2)cc1NC(=O)Cn1ncc(Cl)c(Cl)c1=O | 1.5 | -12% | -52* | -18% | -19% | -17% | -4% | -4%
CC1(C)Cc2cccc(OCC(=O)NCCc3ccccc3)c2O1 | 2.1 | 2% | 22 | 0% | -3% | -5% | -4% | 0%
CN(C)c1ccnc(-n2cccc2/C=N/OCc2ccccc2)c1C#N | 1.5 | 9% | 2 | -2% | -5% | 2% | 5% | -2%
CCC(=O)Nc1nc2c(OC)ccc(C)c2s1 | -0.9 | -2% | 1 | 0% | -6% | -8% | -5% | -4%
N#Cc1c(NCCCO)nc(-c2ccccc2)c2c1CCCC2 | 0.5 | 6% | 6 | 0% | -6% | -2% | 4% | 6%
COc1ccccc1N1CCN(/N=C/c2cccc(O)c2)CC1 | 0.0 | 14% | 0 | 0% | 3% | 0% | -7% | -6%
O=C(NC1CCCCC1)N(Cc1ccccc1)Cc1ccco1 | 1.4 | 4% | 0 | . | -6% | -2% | -4% | -3%
CC(=O)O[C@H]1CC(=O)OC(C)(C)C2CC(=O)[C@]3(C)C(CC[C@@](C)([C@@H](O[C@@H]4O[C@H](CO)[C@@H](O)[C@H](O)[C@H]4O)c4ccoc4)[C@@]34O[C@@H]4C(=O)O)[C@]21C (stereo not given in full) | -2.6 | 0% | -5 | -5% | -9% | 4% | 1% | -13%
COC(C(=O)Nc1ccc(F)cc1)c1ccccc1 (stereo not given) | 0.2 | 0% | 1 | 1% | -10% | 4% | 0% | -12%
CCC(C)C(NC(=O)C(CC(C)C)NC(=O)C(CO)NC(=O)C1CCC(=O)N1)C(=O)OC (stereo not given) | -2.7 | 2% | 3 | -11% | -13% | 4% | 4% | -5%
CSc1nnc2c3ccccc3n(CCc3ccccc3)c2n1 | 1.1 | 19% | . | -3% | -11% | -17% | -4% | -18%
Cc1ccc(/C=N/n2c(-c3cccnc3)n[nH]c2=S)o1 | -0.4 | -8% | -4 | -11% | 6% | 8% | 5% | 4%
COC(C[C@H](O)C[C@H](O)[C@@H](C)OCc1ccccc1)OC | -2.2 | -11% | -1 | . | 5% | 5% | 13% | 3%
CC(=O)OCCn1c(Br)nc2c1c(=O)[nH]c(=O)n2C | -3.0 | 9% | -1 | -2% | -8% | -7% | -3% | 8%
CS(=O)(=O)N1CCCC(C(=O)NCCN2CCC(Cc3ccccc3)CC2)C1 (stereo not given) | -2.7 | 4% | . | 1% | 4% | 1%[57.1 µM] | 5% | 7%
Cc1ccc(C)c(CN2CCC(CNC(=O)CCc3nnc4ccc(N5CCC(C)CC5)nn34)CC2)c1 | 1.4 | -13% | 3 | -1% | -8% | 0% | -3% | -18%
O=C(NCCNC(=O)c1cc(Cl)ccc1Cl)c1cnccn1 | -1.8 | -1% | 6 | 1% | -15% | 9% | 2% | 3%
CN(C)/C=N/c1nc2nccc(-c3ccccc3)n2n1 | 0.9 | 7% | -12 | -9% | 27µM* | 9%[57.1 µM] | -30% | -24%
CCS(=O)(=O)c1nnnn1-c1ccccc1S(C)(=O)=O | 1.6 | 1% | . | -1% | -7% | 0% | 14% | 16%

Taken from the results shown, 9 compounds:
SMILES | CCT modulator | EPAC1 ag | PI5P4Ka inh | Mm-Cpn inhibitor | PLK1 PBD block | WRN helicase inh | EPAC2 antagonist | EPAC1 antag
CC(=O)O[C@H]1CC(=O)OC(C)(C)C2CC(=O)[C@]3(C)C(CC[C@@](C)([C@@H](O[C@@H]4O[C@H](CO)[C@@H](O)[C@H](O)[C@H]4O)c4ccoc4)[C@@]34O[C@@H]4C(=O)O)[C@]21C (stereo not given in full) | -2.6 | 0% | -5 | -5% | -9% | 4% | 1% | -13%
COC(C(=O)Nc1ccc(F)cc1)c1ccccc1 (stereo not given) | 0.2 | 0% | 1 | 1% | -10% | 4% | 0% | -12%
CCC(C)C(NC(=O)C(CC(C)C)NC(=O)C(CO)NC(=O)C1CCC(=O)N1)C(=O)OC (stereo not given) | -2.7 | 2% | 3 | -11% | -13% | 4% | 4% | -5%
CSc1nnc2c3ccccc3n(CCc3ccccc3)c2n1 | 1.1 | 19% | . | -3% | -11% | -17% | -4% | -18%
Cc1ccc(/C=N/n2c(-c3cccnc3)n[nH]c2=S)o1 | -0.4 | -8% | -4 | -11% | 6% | 8% | 5% | 4%
COC(C[C@H](O)C[C@H](O)[C@@H](C)OCc1ccccc1)OC | -2.2 | -11% | -1 | . | 5% | 5% | 13% | 3%
CC(=O)OCCn1c(Br)nc2c1c(=O)[nH]c(=O)n2C | -3.0 | 9% | -1 | -2% | -8% | -7% | -3% | 8%
CS(=O)(=O)N1CCCC(C(=O)NCCN2CCC(Cc3ccccc3)CC2)C1 (stereo not given) | -2.7 | 4% | . | 1% | 4% | 1%[57.1 µM] | 5% | 7%
Cc1ccc(C)c(CN2CCC(CNC(=O)CCc3nnc4ccc(N5CCC(C)CC5)nn34)CC2)c1 | 1.4 | -13% | 3 | -1% | -8% | 0% | -3% | -18%

Screening data (PubChem BioAssay)
